Keap1-Nrf2 PPI = disrupts human Keap1 binding to Nrf2 peptide; Keap1 Kelch-Nrf2 peptide fluorescence polarization, 1536-well; inhibition, % at 9.4 µM; hit rate 0.15% among 340,000; AID 504523; Q14145; in the data active means inhibition above about 12%;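 further: human Keap1 Kelch domain with fluorescein labeled Nrf2 9mer peptide probe; 0% = neutral control wells and 100% = peptide positive control; higher means more block of Keap1 binding to Nrf2 peptide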
Wnt act = activators of Wnt/beta-catenin signaling. Wnt/beta-catenin reporter cell assay, activator, plate reader. activation, % at 9.35 µM. hit rate 1.2% among 300,000; in the data active means activation above about 30%, passing the limit was not always enough;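 further: 0% = neutral control wells and 100% = positive control wells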
Pemphigus Ab inh = inhibitors of pemphigus antibody binding to human desmoglein-3; P32926; DSG3-coupled beads, scFv-anti-DSG3-GFP binding, flow cytometry; active compounds read low; binding (percent of control), % at 10 µM; hit rate 0.48% among 310,000; AID 588358;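 active means binding more than 3 SD below its plate's average and above zero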;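 further: hits lower antibody fragment binding to DSG3; some compounds called inactive have numbers as strong as hits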
Target sequence (P32926 whole entry, looked up, the tested form may be a part): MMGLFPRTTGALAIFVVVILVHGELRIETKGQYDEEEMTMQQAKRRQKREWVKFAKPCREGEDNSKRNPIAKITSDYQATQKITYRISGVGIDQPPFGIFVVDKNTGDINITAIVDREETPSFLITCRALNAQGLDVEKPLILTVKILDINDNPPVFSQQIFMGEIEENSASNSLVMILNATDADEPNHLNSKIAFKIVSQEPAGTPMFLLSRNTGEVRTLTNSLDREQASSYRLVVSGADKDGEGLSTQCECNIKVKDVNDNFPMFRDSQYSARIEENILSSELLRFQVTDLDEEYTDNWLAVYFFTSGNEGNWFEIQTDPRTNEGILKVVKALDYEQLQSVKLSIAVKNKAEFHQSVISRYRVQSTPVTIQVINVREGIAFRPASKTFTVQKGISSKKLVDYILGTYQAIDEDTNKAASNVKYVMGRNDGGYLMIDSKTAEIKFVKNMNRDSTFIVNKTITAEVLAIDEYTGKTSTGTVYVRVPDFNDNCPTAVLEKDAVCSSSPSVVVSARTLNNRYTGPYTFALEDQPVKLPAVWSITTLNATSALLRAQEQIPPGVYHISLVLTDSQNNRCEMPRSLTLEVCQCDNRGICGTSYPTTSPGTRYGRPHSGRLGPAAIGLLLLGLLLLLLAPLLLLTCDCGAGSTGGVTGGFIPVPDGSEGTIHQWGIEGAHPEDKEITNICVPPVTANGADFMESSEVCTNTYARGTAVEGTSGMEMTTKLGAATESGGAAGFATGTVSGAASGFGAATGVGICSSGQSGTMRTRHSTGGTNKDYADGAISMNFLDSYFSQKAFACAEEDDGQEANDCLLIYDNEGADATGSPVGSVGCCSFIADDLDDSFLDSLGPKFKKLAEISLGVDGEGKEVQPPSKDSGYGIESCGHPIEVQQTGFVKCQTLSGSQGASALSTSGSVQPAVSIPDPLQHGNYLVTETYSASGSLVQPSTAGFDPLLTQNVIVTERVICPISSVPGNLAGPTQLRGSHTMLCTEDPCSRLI
Arr AP2 block = human beta-arrestin and AP2 interaction inhibition. inhibition, % at 10 µM. hit rate 0.31% among 340,000. FITC-arrestin peptide / GST-AP2 beads, flow cytometry; AP2 beta2 appendage carries R879A mutation;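 active means inhibition above a set limit, near 3 SD of compounds lacking own fluorescence, cut at about 54% in these data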;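 further: plate controls were DMSO wells for no effect and 5 µM unlabelled arrestin peptide for full effect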
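Test system: GST-tagged AP2 beta2-adaptin appendage (R879A) on 4 µm glutathione beads; also added: fluorescein-tagged arrestin peptide at 50 nM final; timing: 12 min plus 1 h, RT; signal: flow cytometry, FL1 (488/535 nm); read-out: percent drop in bead-associated FITC signal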
Cardiac RTF inh = cardiac RTF calcium desensitization; P19429+P45379; hit rate 0.12% among 340,000; IANBD-labeled cardiac RTF, Ca2+ fluorescence; AID 493244; inhibition, % at 7.15 µM;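 active means inhibition above the mean inhibition of all tested compounds plus 3 SD, cut at about 17% in these data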;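 further: assay run at fixed EC70 calcium of 1.6 mM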
OPRM1-OPRD1 inv = mu-delta opioid heterodimer inverse agonism; AID 504357; inhibition, % at 9.3 µM; hit rate 0.21% among 340,000; P35372+P41143; cell-based MOR-DOR heterodimer luminescence; in the data active means inhibition above about 22%, passing the limit was not always enough;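 further: 0% = cells with DMSO and 100% = wells without cells with DMSO; values of inactives mirror those of a sister screen read the other way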
MOR-DOR ag = agonists of human mu-delta opioid receptor heterodimerization. cells, OPRM1-OPRD1 heterodimerization, luminescence. P35372+P41143. hit rate 0.3% among 340,000. AID 504326. activation, % at 9.3 µM; in the data active means activation above about 18%;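 further: 0% = vehicle-treated cells and 100% = reference agonist; values of inactives mirror those of a sister screen read the other way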
V-ATPase pHluor = alters yeast V-ATPase proton transport. S. cerevisiae, pHLuorin cytosolic pH fluorescence. hit rate 0.37% among 350,000. response, % at 10 µM; in the data active means response mostly above about 7.3%, no sharp cut-off; inactive means mostly below about 5.4%; further: actives read high; inactives centre near 0; some compounds called inactive have numbers as strong as hits; reference of the scale not given here
cardiac RTF act = increases calcium sensitivity of human cardiac regulated thin filaments | IANBD-labeled TnC RTF fluorescence at EC20 calcium; 0% EC20 calcium, 100% full calcium | activation, % at 7.2 µM | hit rate 0.24% among 340,000 | AID 493008;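 active means activation above the mean over all tested compounds plus 3 SD, cut at about 30% in these data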;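 further: rise in fluorescence read as greater calcium sensitivity of cardiac thin filaments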
LANA DNA inh = blocks KSHV LANA C-terminal domain binding to DNA; MBP-C-LANA/FAM-LBS DNA binding, fluorescence polarization; inhibition, % at 9 µM; hit rate 0.078% among 340,000; AID 504423;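 active means highest replicate inhibition at or above 60% at 9 µM, even if other replicates fall short; inactive means all replicates below 60% inhibition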;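 further: 0% = neutral control wells and 100% = 4 µM acridine orange control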
* marks the source's active call; other numbers are inactive results; x = not tested or not shown. Hits appear at their usual frequency; overall some 3.1% were active at least once.

Short keys: A = Keap1-Nrf2 PPI; B = Wnt act; C = Pemphigus Ab inh; D = Arr AP2 block; E = Cardiac RTF inh; F = OPRM1-OPRD1 inv; G = MOR-DOR ag; H = V-ATPase pHluor; I = cardiac RTF act; J = LANA DNA inh
molecule: C/C(=N/NC(=O)c1ccoc1C)C12CC3CC(CC(C3)C1)C2
  A: -6; B: x; C: 111; D: -5; E: -1; F: 8; G: -1.4; H: -3; I: 4; J: -1.0

molecule: Cc1cc(C)c(S(=O)(=O)N2CCN(C(=O)c3cc4ccccc4oc3=O)CC2)c(C)c1
  A: -5; B: -4; C: 114; D: -5; E: 5; F: 8; G: -1.9; H: 3; I: -3; J: 0.1

molecule: COc1cc(/C=C/C(=O)OC(C)C(=O)c2ccccc2)cc(OC)c1OC (centres undefined)
  A: -4; B: 1; C: 106; D: 29; E: -2; F: 3; G: -0.5; H: -1; I: -7; J: -0.3

molecule: COc1ccc(C(=O)/C(C#N)=N/Nc2ccccc2[N+](=O)[O-])cc1
  A: -1; B: -1; C: 98; D: 4; E: 4; F: 10; G: -1.9; H: 1; I: 5; J: -1.6

molecule: CCN1CCN(CCCN(Cc2ccco2)C(=S)Nc2cc(Cl)ccc2C)CC1
  A: -2; B: -1; C: 114; D: -32; E: -7; F: 7; G: -1.4; H: -1; I: 1; J: 0.5

molecule: CCCn1nc(NS(=O)(=O)c2ccccc2[N+](=O)[O-])c2cc3ccccc3nc21
  A: -5; B: -1; C: 108; D: 9; E: -6; F: 11; G: -2.2; H: 1; I: 3; J: 0.4

molecule: O=C(O)c1cccc2c1C(=O)c1ccc(-c3ccc(F)cc3F)cc1S2(=O)=O
  A: 0; B: 0; C: 100; D: 35; E: -16; F: 10; G: -1.8; H: 1; I: -4; J: -1.2

molecule: c1ccc(-c2cc(-c3ccccc3)[nH]n2)cc1
  A: 2; B: -3; C: 95; D: 37; E: 0; F: 4; G: -0.9; H: -3; I: -5; J: -0.3

molecule: OCC[C@H]1C[C@@H](O)[C@H](O)[C@@]2(Cc3ccccc3O2)O1
  A: 1; B: 11; C: 96; D: 3; E: 1; F: 14; G: -2.5; H: -2; I: 4; J: 0.7

molecule: CCCCNC(=S)NNC(=O)c1ccoc1C
  A: -1; B: x; C: 104; D: 8; E: -1; F: 2; G: -0.3; H: 0; I: -1; J: -3.1

molecule: OCCCn1c(-c2ccccc2)csc1=Nc1ccccc1
  A: -1; B: -1; C: 103; D: 8; E: -14; F: -9; G: 1.6; H: 8.0*; I: 5; J: 0.2

molecule: Oc1ccc(-c2cnc3ccccc3n2)cc1
  A: -5; B: 53*; C: 115; D: 19; E: 0; F: 3; G: -0.5; H: 7; I: 1; J: -1.0

molecule: CCn1nc(C(=O)OCC(=O)NC(C)C)c2ccccc2c1=O
  A: -3; B: -6; C: 106; D: 6; E: 6; F: 23; G: -4.4; H: -1; I: -4; J: 0.5

molecule: O=C(NCCC1=CCCCC1)C1CCN(S(=O)(=O)c2ccc(Br)s2)CC1
  A: -3; B: -5; C: 132; D: 4; E: -3; F: 6; G: -1.1; H: -2; I: -3; J: 1.0

molecule: O=C(COC(=O)c1ccccc1NC(=O)c1ccco1)Nc1ccc2c(c1)OCO2
  A: 1; B: 1; C: 100; D: 29; E: 2; F: -5; G: 0.9; H: -1; I: 0; J: 0.9

V-ATPase pHluor: entries above that show a hit
smiles	Keap1-Nrf2 PPI	Wnt act	Pemphigus Ab inh	Arr AP2 block	OPRM1-OPRD1 inv	MOR-DOR ag	V-ATPase pHluor	cardiac RTF act	LANA DNA inh
OCCCn1c(-c2ccccc2)csc1=Nc1ccccc1	-1	-1	103	8	-9	1.6	8.0*	5	0.2

The results go on.
Short keys: A = Keap1-Nrf2 PPI; B = Wnt act; C = Pemphigus Ab inh; D = Arr AP2 block; E = Cardiac RTF inh; F = OPRM1-OPRD1 inv; G = MOR-DOR ag; H = V-ATPase pHluor; I = cardiac RTF act; J = LANA DNA inh
molecule: O=C(Nc1cccc([N+](=O)[O-])c1)c1ccc(CN2CCOCC2)cc1
  A: -2; B: 3; C: 92; D: 13; E: -27; F: -2; G: 0.3; H: -3; I: 3; J: -0.5

molecule: Cc1nc(NC(=O)CCc2ccccc2)sc1C
  A: -3; B: 5; C: 91; D: 2; E: -2; F: 7; G: -1.6; H: 2; I: -7; J: -2.4

molecule: O=C(/C=C/c1ccccc1)c1ccoc1
  A: 0; B: x; C: 93; D: 1; E: -9; F: -1; G: 0.2; H: -2; I: -8; J: 0.8

molecule: COC(=O)C1=C(C)Nc2ncnn2C1c1ccc(OC(=O)c2ccccc2)cc1 (centres undefined)
  A: -5; B: -2; C: 100; D: 4; E: -9; F: 10; G: -1.8; H: -1; I: -1; J: 2.2

molecule: COc1ccc(-c2cc(C(=O)Nc3cccc(S(=O)(=O)NCc4ccco4)c3)c3ccccc3n2)cc1OC
  A: 1; B: -2; C: 90; D: -3; E: -9; F: -1; G: 0.3; H: 2; I: 3; J: -0.5

molecule: COc1ccc(S(=O)(=O)N2CCCCC2)cc1NS(=O)(=O)c1cc(Cl)ccc1Cl
  A: -5; B: 0; C: 102; D: -1; E: -10; F: 0; G: 0.0; H: 2; I: -3; J: -1.2

molecule: Cc1ccc(C(C)C)c(OCc2nnc(SCC(=O)Nc3ncc(C)s3)n2C)c1
  A: -7; B: 17; C: 93; D: 5; E: -2; F: 13; G: -2.3; H: 1; I: 2; J: 0.6

molecule: CCC(C)NCCOCCOc1ccc(C)cc1OC (centres undefined)
  A: -4; B: 3; C: 104; D: -13; E: -8; F: 17; G: -3.3; H: 2; I: 0; J: 0.0

molecule: CCNC(=O)N1CCOCC1
  A: 0; B: -9; C: 103; D: 6; E: -4; F: -20; G: 3.1; H: 0; I: 4; J: 2.4

A few values from the results shown:
Under V-ATPase pHluor, c1ccc(-c2cc(-c3ccccc3)[nH]n2)cc1 is entered as -3
Under Arr AP2 block, COc1ccc(-c2cc(C(=O)Nc3cccc(S(=O)(=O)NCc4ccco4)c3)c3ccccc3n2)cc1OC is entered as -3

Single records, from the list above. Screens in order: Keap1-Nrf2 PPI, Wnt act, Pemphigus Ab inh, Arr AP2 block, Cardiac RTF inh, OPRM1-OPRD1 inv, MOR-DOR ag, V-ATPase pHluor, cardiac RTF act, LANA DNA inh
`CCC(C)NCCOCCOc1ccc(C)cc1OC` (centres undefined) is listed as -4, 3, 104, -13, -8, 17, -3.3, 2, 0, 0.0
`Cc1nc(NC(=O)CCc2ccccc2)sc1C` is listed as -3, 5, 91, 2, -2, 7, -1.6, 2, -7, -2.4
`COc1ccc(S(=O)(=O)N2CCCCC2)cc1NS(=O)(=O)c1cc(Cl)ccc1Cl` is listed as -5, 0, 102, -1, -10, 0, 0.0, 2, -3, -1.2
`O=C(Nc1cccc([N+](=O)[O-])c1)c1ccc(CN2CCOCC2)cc1` is listed as -2, 3, 92, 13, -27, -2, 0.3, -3, 3, -0.5
`CCNC(=O)N1CCOCC1` is listed as 0, -9, 103, 6, -4, -20, 3.1, 0, 4, 2.4

Screens deposited in PubChem by several laboratories.
